# Bioassay records (PubChem)
# PTHR1 ag: PTHR1 (human) receptor agonism; AID 743266; 410,000 compounds, 0.075% hits; HEK293 GP2 PTHR1 cells, GloSensor cAMP luminescence, 1 h; Potency, µM (titrated, usually from 115 µM), for inactives: at the top dose activation, usual class: activators; further: potency means the concentration at half of the fitted maximal effect; nearly all actives have a fitted effect of over 55% in size; some results filed as inactive show a strong effect at the top dose; inactives centre near -15; many of its hits are not listed in these tables
#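 HEK-293-derived GP2 cells expressing PTHR1 and a GloSensor cAMP reporter, 3,000/well, plated overnight, given luciferin plus IBMX (each 0.5 mM as added) for 1 h at 37 °C, then compound for 1 h at 37 °C. Luminescence was read after 15 min at room temperature.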
# GLP-1R agonist: agonists of human GLP-1 receptor. 380,000 compounds, 0.007% hits. P43220. HEK293 GLP-1R CRE-luciferase, luminescence, 4-6 h; cells express a hypersensitive GLP-1R form. Potency, µM (series often up to 45.6 µM), inactives show at the highest dose activation, hits mostly activators; further: potency means the concentration at half of the fitted maximal effect; % of control where 0% means no effect
# Target sequence (P43220 whole entry, looked up): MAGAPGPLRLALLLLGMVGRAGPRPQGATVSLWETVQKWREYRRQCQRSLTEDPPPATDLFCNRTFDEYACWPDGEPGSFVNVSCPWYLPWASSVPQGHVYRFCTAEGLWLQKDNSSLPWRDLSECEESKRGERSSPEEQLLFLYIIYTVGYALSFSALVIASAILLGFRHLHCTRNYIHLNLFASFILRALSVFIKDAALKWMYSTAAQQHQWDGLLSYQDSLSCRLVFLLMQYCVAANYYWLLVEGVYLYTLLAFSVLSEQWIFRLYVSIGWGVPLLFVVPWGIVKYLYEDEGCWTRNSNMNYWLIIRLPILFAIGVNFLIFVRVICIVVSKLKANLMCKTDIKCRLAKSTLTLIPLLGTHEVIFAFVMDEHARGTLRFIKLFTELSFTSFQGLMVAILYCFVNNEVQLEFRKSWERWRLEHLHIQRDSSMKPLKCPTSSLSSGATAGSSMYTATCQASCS
# TDP43 rescue: rescues yeast growth from TDP-43 toxicity | TDP-43 expressing yeast growth rescue, BacTiter-Glo, 24 h | 410,000 compounds, 1.8% hits | Potency, µM (highest dose often 46.1 µM), without a hit: at the top dose growth rescue (activation), usual class: activators; further: potency means the concentration at half of the fitted maximal effect; % of control where 0% means no effect; nearly all actives have a fitted effect of over 50% in size
#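 In this qHTS, compounds that restore growth of yeast expressing TDP-43 appear as activators. Cells (OD600=0.02, galactose medium, raffinose-pregrown) are incubated with compound 24 hr at 30 deg C and growth is quantified by BacTiter-Glo.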
# DRD3 antagonist: antagonists of human D3 dopamine receptor; max response, negative = inhibition, %; P35462; D3R cells, DiscoveRx beta-arrestin luminescence, antagonist mode; stronger effect = lower value; 360,000 compounds, 2.5% hits; in the data active means max response below about -50%; inconclusive means no clear call, values can overlap the other calls; further: on the % scale 0 is the no-effect control and ±100 the full control effect; mostly tested at two doses, the higher about 12 µM
# Target sequence (P35462 whole entry, looked up): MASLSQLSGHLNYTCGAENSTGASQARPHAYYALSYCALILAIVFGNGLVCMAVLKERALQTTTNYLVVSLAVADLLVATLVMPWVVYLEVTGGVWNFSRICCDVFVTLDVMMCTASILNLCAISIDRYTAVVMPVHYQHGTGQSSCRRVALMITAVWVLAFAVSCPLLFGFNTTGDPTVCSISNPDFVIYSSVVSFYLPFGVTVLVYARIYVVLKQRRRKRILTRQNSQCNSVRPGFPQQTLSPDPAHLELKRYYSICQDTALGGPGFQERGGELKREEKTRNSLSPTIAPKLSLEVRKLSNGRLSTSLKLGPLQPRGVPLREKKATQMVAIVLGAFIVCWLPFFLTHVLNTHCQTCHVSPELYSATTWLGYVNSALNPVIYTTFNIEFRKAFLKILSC
#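 Cells plated overnight at 1500 cells/well, then exposed to library compounds with dopamine controls for 90 minutes at 37 degrees C. DiscoveRx reagent added for 30–60 minutes at room temperature; luminescence read, quantitative HTS format.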
# Abeta yeast res: compounds reversing amyloid beta toxicity in yeast; yeast expressing A-beta42, growth rescue, OD600, 48 h; response scale: 0% DMSO, 100% iron-clioquinol control; Potency, µM (top dose mostly 46.1 µM), for inactives: at the top dose growth rescue, usual class: activators; 410,000 compounds, 0.063% hits; AID 1347071; further: potency means the concentration at half of the fitted maximal effect; nearly all actives have a fitted effect of over 55% in size
#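 Growth rescue measured by 600 nm absorbance after 48 h yeast culture at 30 C with compound. Values normalized between DMSO and an equimolar ferric chloride plus clioquinol control.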
# FUS suppressor: FUS proteinopathy suppression in yeast | S. cerevisiae FUS-expressing, growth rescue, OD600, 24 h | Potency, µM (doses to about 76.6 µM), for the others: at the top dose growth rescue (activation), actives largely listed as activators | 390,000 compounds, 0.24% hits | AID 1347120;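 further: potency means the concentration at half of the fitted maximal effect; plate controls were DMSO vehicle for no effect and reference control for full effect; nearly all actives have a fitted effect of over 55% in size; some results filed as inactive show a strong effect at the top dose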
#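 Toxicity suppression screen in FUS-yeast. Cells induced with 2% galactose, starting OD 0.005, treated 24hr at 30C with compounds at multiple final concentrations; growth by OD600.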
# GLP-1R inv ag: GLP-1 receptor (human) inverse agonism; P43220; HEK293 GLP-1R CRE-luciferase, luminescence, 24 h; GLP-1R form is constitutively active; Potency, µM (highest dose often 38.3 µM), for the others: top-dose activity change, negative = inhibition, actives largely listed as inhibitors; 410,000 compounds, 1.6% hits; further: potency means the concentration at half of the fitted maximal effect; on the % scale 0 is the no-effect control and ±100 the full control effect; nearly all actives have a fitted effect of over 55% in size
#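 Cells are plated, allowed 12 hours at 37 deg C, then treated with compounds for 24 hr before luciferase detection reagent is added and luminescence is read after 12 min at room temperature. The HEK293 line carries constitutively active GLP-1R with a cAMP-responsive reporter.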
# aSyn rescue: inhibitors of alpha-synuclein toxicity in yeast. Yeast expressing alpha-synuclein, growth rescue, BacTiter-Glo, 24 h. Potency, µM (top dose mostly 46.1 µM), without a hit: at the top dose growth rescue (activation), most hits filed as activators. 370,000 compounds, 0.14% hits. AID 652106; further: potency means the concentration at half of the fitted maximal effect; % of control where 0% means no effect; nearly all actives have a fitted effect of over 65% in size
#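 Screening used galactose-induced yeast with toxic alpha-synuclein levels, exposed to compound for 24 hr at 30 deg C. Cell growth, read with BacTiter-Glo luminescence, gave the measured signal.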
# Akt phos inh: inhibitors of Akt phosphorylation | activity change, % for hits at 50 µM | 360,000 compounds, 0.32% hits | AID 651550 | Neuro2A IGF-stimulated pAkt S473 HTRF, 20 min; stronger effect = lower value; in the data active means activity change below about -80%; inconclusive means mostly about -51% to -80%; further: on the % scale 0 is the no-effect control and ±100 the full control effect
#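 Single-point screen (50 µM final compound) in Neuro2A cells stimulated 20 min with 6 nM IGF at 37 deg C. After lysis, Ser473-phosphorylated Akt read by HTRF (ex 330 nm, em 615/665 nm) as the 665/615 ratio.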
# Numbers without * were called inactive; i = inactive; ? = inconclusive; · = not tested or not shown; [ ] = remark or other dose. Unless noted, the call rests on the fitted dose curve; in most records, active means well fitted curve in the direction sought with a large enough effect; inconclusive means small, poorly fitted or top-dose-only effect, or another doubt; inactive means no such curve, though single readings can be large; an effect the other way counts as inactive or inconclusive. A portion of the library; the hit share may differ from the screen's.
SMILES,PTHR1 ag,GLP-1R agonist,TDP43 rescue,DRD3 antagonist,Abeta yeast res,FUS suppressor,GLP-1R inv ag,aSyn rescue,Akt phos inh
COC(=O)/C=C/c1ccc(-n2ccnc2)cc1,i,3.5%,22.3%,12.0,-8.7%,-5.2%,8.7%,4.4%,i
Cc1ccc(CN2CCC(N3CC(C)OC(C)C3)CC2)cc1 (configuration not stated),-10.6%,3.2%,-4.9%,-2.8,0.9%,-26.1%,1.2%,-12.1%,i
CN1CCN(c2ncccc2S(=O)(=O)N2CCCCC2)CC1,i,-1.2%,17.1%,-67.2*,0.1%,·,-20.9%,1.6%,i
CN(C)C(=O)C[n+]1ccc(/C=N/O)cc1,16.0%,0.0%,-16.8%,1.2,-17.2%,6.2%,2.6%,-0.5%,i
COc1ccc(-c2ccc(CCC(=O)O)n2Cc2ccco2)cc1,i,1.5%,?,-11.7,-10.0%,29.0%,20.3%,17.1%,i
CC(=O)N1CCN(S(=O)(=O)c2cccc(C(=O)NC3CCCc4ccccc43)c2)CC1 (configuration not stated),-33.9%[inhibitor][57.5 µM],7.7%,-8.1%,3.3,10.4%,23.2%,-0.1%,5.3%,i
CCC(=O)Nc1ccc(Cl)c(-c2nc3ncccc3o2)c1,i,16.2%,26.1%,-3.4,2.4%,9.3%,47.4%[activator],4.1%,i
Cc1ccc(C(=O)NCCc2ccccc2)cc1,-56.6%,-6.0%,-2.8%,-14.6,-5.8%,-17.0%,?,1.5%,i
O=C(Nc1cccc(Cl)c1)N1CCN(Cc2ccccc2)CC1,i,28.9%,8.3%,?,2.5%,-21.4%,?,-2.5%,i
OC(CNC1CCCC1)COc1ccccc1Br (configuration not stated),-20.1%,13.4%,9.0%,-19.2,-18.3%,-5.6%,?,-27.3%,i
Cc1cc(N=Nc2ccccc2)c(NCC(O)C(O)C(O)CO)cc1C (configuration not stated),i,10.0%,-4.8%,?,-7.1%,24.0%,?,-9.7%,i
CC1CCCC(C)N1C(=O)CSCc1ccc(Cl)cc1 (configuration not stated),-17.0%[57.5 µM],9.1%,19.1%,21.3,17.5%,24.4%,?,9.9%,i
O=[N+]([O-])c1cccc(-c2ccc(CN3CCCCC3)o2)c1,i,-1.9%,14.3%,-19.0,16.5%,6.5%,-28.3%,7.0%,i
CSc1ccc(-c2nc(CSCC(=O)NC3CC3)c(C)o2)cc1,-84.9%[inhibitor],1.4%,0.6%,0.0,-28.5%,23.1%,-17.2%,6.7%,i
COC(=O)c1ccc(Cl)cc1NC(=O)Nc1nnc(N(C)C2CCCCC2)s1,-63.3%[inhibitor],·,21.4%,·,-5.9%,-10.9%,-7.0%,·,·
CCCNS(=O)(=O)c1cccc2cccnc12,i,-1.8%,7.6%,-18.8,-13.1%,-12.1%,-17.0%,-3.1%,i
CCOC(=O)N1CCN(c2ncnc3scc(-c4ccc(Cl)cc4)c23)CC1,-42.2%[inhibitor],2.6%,?,74.4,-13.1%,?,-7.3%,10.7%,i
COc1cccc(Oc2c(C)oc3c(CN4CCCCC4)c(O)ccc3c2=O)c1,i,2.2%,15.1%,9.6,17.1%,-14.2%,10.5%,4.5%,i
CCN1C(=O)CCCc2ccccc21,i,8.0%,-5.2%[0.397 µM],21.6,-14.4%,-9.0%,17.6%,-2.9%,i
COc1cccc(C(O)c2nc(-c3cccc(C#N)c3)cs2)c1 (configuration not stated),i,2.9%,?,0.0,-0.6%,2.2%,-11.0%,?,i

# Looked up above.
# Reading for CCN1C(=O)CCCc2ccccc21 under Abeta yeast res: -14.4%
# Reading for CC1CCCC(C)N1C(=O)CSCc1ccc(Cl)cc1 (configuration not stated) under GLP-1R agonist: 9.1%

# (next part)
SMILES,PTHR1 ag,GLP-1R agonist,TDP43 rescue,DRD3 antagonist,Abeta yeast res,FUS suppressor,GLP-1R inv ag,aSyn rescue,Akt phos inh
Cc1c(Cl)cccc1NC(=S)NC1CCN(C(C)C)CC1,9.2%,1.6%,16.1%,-17.8,-16.2%,-17.1%,?,-1.9%,i
Cc1onc(C(=O)N2CCN(Cc3ccccc3)CC2)c1[N+](=O)[O-],-13.3%,-1.1%,10.9%,10.9,4.5%,-6.7%,-18.0%,0.0%,i
O=C(NCCc1ccc(Cl)cc1)c1cc(S(=O)(=O)N2CCCCC2)c[nH]1,-40.2%[inhibitor],8.0%,11.3%,43.6,2.3%,-1.3%,?,12.0%,i
COc1ccccc1C(=Cc1ccc([N+](=O)[O-])cc1)C(=O)O,i,-8.5%,23.9%,21.7,0.2%,-12.5%,0.9%,4.4%,i
COC(=O)c1ccc(NC(=O)c2ccc3c(c2)C(=O)N(Cc2cccnc2)C3=O)cc1,-23.7%,-3.3%,-14.1%,2.5,-1.9%,10.3%,24.6%,-6.3%,i
O=c1c2sccc2[nH]c(=S)n1-c1ccccc1,i,9.6%,-4.1%,-8.9,-17.5%,1.2%,21.6%,-6.8%,i
COC(=O)c1sc(-c2ccc(C(C)(C)C)cc2)cc1NC(=O)CCC(=O)O,-43.2%,19.1%,-81.3%[inhibitor],15.6,-84.0%[inhibitor],?,-4.0%,-83.1%[inhibitor],i
CC(C)(C)C(=O)Cn1ncc(N2CCCC2)c(Br)c1=O,-13.5%,-7.7%,15.1%,18.6,5.0%[9.22 µM],-50.5%,1.3%,1.4%,i
COc1ccc(OC(F)(F)F)cc1CC1(C)C(=O)Nc2cccc(Cl)c21 (configuration not stated),-41.0%[inhibitor],-5.1%,2.7%,-10.1,-10.0%,-14.6%,?,-2.2%,i
C=CCNC(=O)CSc1nnc(-c2ccccc2Cl)n1-c1c(C)n(C)n(-c2ccccc2)c1=O,-8.3%[57.5 µM],-13.0%,-24.6%,17.7,-2.7%,30.3%,2.2%,15.6%,·
COc1ccc(-n2ccnc(SCC(=O)NCc3ccccc3Cl)c2=O)cc1,-0.4%,-4.9%,0.0%,17.8,3.6%,-19.3%,-29.7%,10.3%,i
COc1cc(C(=O)N/N=C/c2ccc(OC(=O)c3ccccc3)c(OC)c2)ccc1O,-69.4%[inhibitor],-29.3%,-5.9%,7.1,?,20.1%,39.5%[activator],-5.1%,i
O=C(Nc1c(-c2cccs2)nc2ccccn12)c1ccccc1F,-35.5%[inhibitor],8.0%,-6.1%,2.1,8.0%,12.2%,1.2%,-9.6%,i
CCOC(=O)C1(C)CCN1C(=O)c1ccc2c(c1)CCO2 (configuration not stated),-76.4%[inhibitor],-3.6%,-11.1%,13.2,-8.0%,-12.8%,31.1%[activator],11.8%,i
CCCCCCCCCOC(=O)C(CC(=O)O)N1CCOCC1 (configuration not stated),-4.7%[57.5 µM],1.5%,18.7%,-52.1*,9.3%,-11.2%,-15.7%,1.8%,i
COc1ccc(OC)c(NC(=O)CCN2CCCCCC2)c1,i,3.2%,-1.3%,-26.7,8.5%,31.0%,-0.4%,3.4%,i
CCOc1ccc(NC(=O)CN2C(=O)C3(SCC(=O)N3c3ccc(F)cc3)c3ccccc32)cc1 (configuration not stated),-12.9%,-4.5%,13.5%,·,-7.0%,6.8%,-16.7%,2.0%,·
Cc1ccc2[nH]c(=O)c3cc(C(=O)N(C)c4ccc(Br)cc4)sc3c2c1,i,·,8.8%,·,-10.8%,5.4%,-22.9%,·,·
COC(=O)C1(C(=O)OC)C(C(=O)c2ccccc2)C1c1ccccc1 (configuration not stated),-47.0%[inhibitor],-1.3%,-12.8%,-10.6,-9.4%,·,-13.9%,-4.8%,i
COC(=O)[C@@]12CCCCN1[C@H](c1ccc(SC3CCCCC3)cc1)[C@@H]1C(=O)N(C)C(=O)[C@@H]12,-41.3%[inhibitor],1.6%,9.6%,-9.3,-6.8%,-4.5%,9.9%,-5.9%,i
C/C(=N/NC(=O)CNS(=O)(=O)c1ccc(C)cc1)c1cccc([N+](=O)[O-])c1,-12.1%,6.3%,11.1%,-3.1,-2.8%,14.4%,13.8%,-5.4%,i
Cc1ccc(NC(=O)c2cc(N3C(=O)CCC3=O)ccc2N2CCOCC2)cc1,i,6.4%,-6.8%,4.1,-14.9%,-19.0%,2.8%,-1.3%,i
Cc1ccccc1SCC(=O)OCC(=O)NCCNC(=O)COC(=O)CSc1ccccc1C,-11.4%,4.0%,-5.1%,4.3,4.9%,27.8%,14.7%,-1.5%,i
Cc1c(Br)c([N+](=O)[O-])nn1CC(=O)c1ccccc1,3.4%,4.4%,7.9%,-7.3,-0.9%,-1.5%,0.3%,-2.6%,i
CCCOc1cccc(C2/C(=C(\O)c3ccc4c(c3)OCCO4)C(=O)C(=O)N2CCCn2ccnc2)c1 (configuration not stated),22.8%,-4.1%,-2.1%,-2.9,-18.2%,7.9%,-8.7%,5.1%,i
Cc1ccc2[nH]c3c(N4CCc5ccccc5C4)ncnc3c2c1,i,2.4%,27.3%,17.6,-59.1%[inhibitor],16.1%,?,-12.0%,i
CCOC(=O)COc1ccc(N)cc1CC(NC(C)=O)(C(=O)OCC)C(=O)OCC,11.0%[57.5 µM],1.9%,-21.2%,-23.9,-0.3%,8.6%,-4.8%,-0.1%,i
O=C(NCCCOC(=O)c1ccccc1)c1ccccc1,i,9.8%,-9.7%,8.5,8.4%,-13.1%,-16.0%,8.2%,i
Cc1oc2nc(SCC(=O)NCc3cccnc3)nc(N)c2c1C,i,12.9%,0.0%,2.8,7.1%,-14.1%,37.9%[activator],-9.2%,i
CCOc1ccc(N(CC)S(=O)(=O)N2CCCC(C(=O)NCc3ccc(SC)cc3)C2)cc1 (configuration not stated),-39.6%[inhibitor],·,14.4%,·,9.9%,31.4%,?,·,·
COC(CNC(=O)CCCn1nnnc1CN1CCOCC1)c1cccs1 (configuration not stated),-13.9%,-0.7%,-12.3%,20.9,0.4%,-7.7%,14.5%,1.0%,i
